High-throughput results from PubChem.
POLH inh = DNA polymerase eta (human) inhibition | actives 1.2% (n = 390,000) | recombinant Pol eta, fluorescent DNA replication assay | Q9Y253 | Potency, µM (doses to about 114 µM), for the others: top-dose activity change, negative = inhibition, most hits filed as inhibitors | AID 588591; also: potency is read from the fitted curve at half-maximal effect; % is scaled to controls: 0 for no effect and ±100 for the full control effect
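Pol eta (10 nM) was preincubated with compounds for 15 min at room temperature, after which fluorescent replication substrate (50 nM final) was added to start the reaction. Fluorescence was read kinetically at 0 and 10 min.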
PI4K2A block = PI4K2A (human) kinase inhibition. Q9BTU6. purified PI4K2A, ADP-Glo luminescence, 1 h; stronger effect = lower value. activity change, negative = inhibition, % at 76.9 µM. actives 0.13% (n = 420,000). AID 1346378; in the data active = activity change below about -50%; inconclusive = mostly about -30% to -49%;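 also: -100% = wells without enzyme as full effect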
Target sequence (Q9BTU6 whole entry, looked up): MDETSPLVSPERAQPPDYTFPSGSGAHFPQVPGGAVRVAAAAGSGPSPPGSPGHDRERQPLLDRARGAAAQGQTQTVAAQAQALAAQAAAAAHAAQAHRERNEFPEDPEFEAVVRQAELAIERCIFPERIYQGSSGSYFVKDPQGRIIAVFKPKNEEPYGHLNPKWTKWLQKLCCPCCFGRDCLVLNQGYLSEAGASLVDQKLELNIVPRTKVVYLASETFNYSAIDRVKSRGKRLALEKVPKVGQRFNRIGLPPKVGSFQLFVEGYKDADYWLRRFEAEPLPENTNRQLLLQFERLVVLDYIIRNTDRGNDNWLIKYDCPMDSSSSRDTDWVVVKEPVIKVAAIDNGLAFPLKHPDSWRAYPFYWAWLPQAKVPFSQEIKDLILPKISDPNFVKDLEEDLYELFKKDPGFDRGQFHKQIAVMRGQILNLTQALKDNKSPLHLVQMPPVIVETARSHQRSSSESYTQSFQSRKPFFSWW
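In this quantitative HTS, ADP production by PI4K2A was quantified luminescently after 1 h at ambient temperature; 100 microM adenosine served as plate-quality control.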
Tb PGK inh = blocks T. brucei phosphoglycerate kinase; P07378; PGK/GAPDH coupled, Kinase-Glo luminescence, 60 min; Potency, µM (titrated, usually from 57.5 µM), without a hit: top-dose activity change, negative = inhibition, actives largely listed as inhibitors; actives 0.043% (n = 380,000); also: potency is read from the fitted curve at half-maximal effect; % is scaled to controls: 0 for no effect and ±100 for the full control effect; nearly all actives have a fitted effect of over 60% in size
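Recombinant glycosomal PGK reaction used 1,3-bisphosphoglycerate generated in-well by GAPDH (100nM final) in 100mM TEA pH 7.6, 5mM MgCl2, 0.01% Tween-20. After 60 minutes at room temperature, ATP was read by Kinase-Glo Plus luminescence end-point.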
GLS inh = blocks human kidney-isoform glutaminase activity | AID 624170 | GLS enzymatic activity, qHTS titration | O94925 | actives 0.21% (n = 410,000) | Potency, µM (doses to about 45.5 µM), for the others: top-dose activity change, negative = inhibition, usual class: inhibitors; also: potency is read from the fitted curve at half-maximal effect; % is scaled to controls: 0 for no effect and ±100 for the full control effect
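Compounds were pin-transferred onto hKGA, after which L-glutamine (1 mM solution) and a detection mix of glutamate oxidase, HRP and Amplex Red were added. Initial and 30 min RT fluorescence reads were collected.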
G9a block = inhibitors of human histone lysine methyltransferase G9a; Q96KQ7; G9a H3K9 monomethylation, AlphaScreen, 2 h; Potency, µM (top dose mostly 102 µM), without a hit: at the top dose activity, negative = inhibition, most hits filed as inhibitors; actives 8.8% (n = 350,000); AID 504332; also: potency is read from the fitted curve at half-maximal effect; % is scaled to controls: 0 for no effect and ±100 for the full control effect; nearly all actives have a fitted effect of over 75% in size
Target sequence (Q96KQ7 913-1193 limits assumed): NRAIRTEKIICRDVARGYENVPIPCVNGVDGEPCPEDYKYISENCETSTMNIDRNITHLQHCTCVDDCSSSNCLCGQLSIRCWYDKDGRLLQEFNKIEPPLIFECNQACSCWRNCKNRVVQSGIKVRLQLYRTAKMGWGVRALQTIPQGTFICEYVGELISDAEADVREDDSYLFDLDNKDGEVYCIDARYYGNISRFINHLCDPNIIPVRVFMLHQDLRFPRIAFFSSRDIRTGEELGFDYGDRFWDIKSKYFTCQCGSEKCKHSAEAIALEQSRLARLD
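Chemiluminescent proximity detection of H3K9 monomethylation, read after 10 min bead incubation in the dark. Reaction: 20 nM G9a, 500 nM biotin-H3K9 peptide, 20 uM SAM cofactor, 2 h, room temperature, following 15 min enzyme-compound preincubation.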
JMJD2A Tudor = inhibitors of human JMJD2A Tudor domain; O75164; AlphaScreen JMJD2A-Tudor / H3K4me3 peptide binding; Potency, µM (highest dose often 114 µM), inactives show at the top dose activity change, negative = inhibition, most hits filed as inhibitors; actives 4.4% (n = 390,000); also: potency is read from the fitted curve at half-maximal effect; % is scaled to controls: 0 for no effect and ±100 for the full control effect; nearly all actives have a fitted effect of over 50% in size
BAZ2B inh = blocks human BAZ2B; Q9UIF8; AlphaScreen BAZ2B-H3K14Ac peptide displacement; Potency, µM (titrated, usually from 114 µM), for inactives: at the top dose activity change, negative = inhibition, hits mostly inhibitors; actives 4.4% (n = 360,000); AID 504333; also: potency is read from the fitted curve at half-maximal effect; % is scaled to controls: 0 for no effect and ±100 for the full control effect; nearly all actives have a fitted effect of over 60% in size
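AlphaScreen luminescence quantifies BAZ2B engagement of H3K14Ac peptide; the protein and biotinylated peptide are both at 50 nM final, buffer PBS pH 7.4 with 0.01% Tween-20, all steps at room temperature.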
HP1b chromo inh = blocks HP1-beta chromodomain binding to methylated histone tails | P83916 | AlphaScreen HP1-beta / biotin-H3K9me3 peptide binding | Potency, µM (top dose mostly 114 µM), inactives show top-dose activity change, negative = inhibition, most hits filed as inhibitors | actives 0.56% (n = 390,000); also: potency is read from the fitted curve at half-maximal effect; nearly all actives have a fitted effect of over 70% in size; inactives centre near 23
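HP1-beta protein (50 nM final) preincubated 30 min at room temperature with biotinylated H3(1-18)K9me3 peptide (50 nM) in PBS pH 7.4, 0.01% Tween-20, then compound added for 30 min. AlphaScreen streptavidin donor/nickel chelate acceptor beads (10 ug/mL final), 30 min dark, luminescence read.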
Pin1 inhibitor = inhibitors of human Pin1. Q13526. Pin1 FP peptide displacement, HiFluor488, 10 min. Potency, µM (titrated, usually from 115 µM), inactives show top-dose activity, negative = inhibition, usual class: inhibitors. actives 0.009% (n = 390,000); active = well fitted inhibition curve with a large enough effect in the polarisation, with a control signal flat, not every such curve was filed as active; inconclusive = small, poorly fitted or top-dose-only effect, or effect the other way, or a change in a side signal; inactive = no such curve, though single readings can be large or run the other way; the % refers to the polarisation; also: potency is read from the fitted curve at half-maximal effect; % is scaled to controls: 0 for no effect and ±100 for the full control effect
Target sequence (Q13526 whole entry, looked up): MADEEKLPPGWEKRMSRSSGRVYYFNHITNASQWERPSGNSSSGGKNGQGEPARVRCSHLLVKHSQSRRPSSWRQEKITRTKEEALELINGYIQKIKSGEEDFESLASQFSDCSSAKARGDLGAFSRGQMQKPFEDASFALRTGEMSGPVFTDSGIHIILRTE
* hit, by the source's call; i = inactive; ? = inconclusive; . = not tested or not shown; & = joins results of further samples; [ ] = remark or other dose. Unless noted, calls follow the shape of the dose curve; as a rule, active = well fitted curve in the direction sought with a large enough effect; inconclusive = small, poorly fitted or top-dose-only effect, or another doubt; inactive = no such curve, though single readings can be large; an effect the other way counts as inactive or inconclusive. These rows are one share of the data, so the mix of outcomes need not match the whole.

Each structure is followed by: POLH inh	PI4K2A block	Tb PGK inh	GLS inh	G9a block	JMJD2A Tudor	BAZ2B inh	HP1b chromo inh	Pin1 inhibitor
[1] CCN(CC(=O)Nc1ccc(NC(C)=O)cc1)C(=O)COc1ccc(C(=O)c2ccccc2)cc1
 : -8.8%	2.1	-1.2%	3.1%	14.2%[59 µM]	-5.7%[57.1 µM]	-10.9%	16.9%	-2.4%
[2] CC(C)(C)C(=O)Nc1ccc2nc(SCC(=O)N3CCOCC3)sc2c1
 : -10.8%	-1.3	i	7.5%	-1.3%[59 µM]	-10.6%	-17.7%	38.6%	7.6%
[3] COc1cc2c(cc1OC)C(c1cccc([N+](=O)[O-])c1)N(C(=O)c1ccccc1C(=O)O)CC2 (stereo not given)
 : 8.8%	3.7	1.4%	6.8%	2.3%	-3.7%	-19.5%	-3.5%	-3.8%
[4] COCC1CCCCN1C(=O)c1ccc(OC2CCN(Cc3ccccn3)CC2)cc1 (stereo not given)
 : -7.0%	0.5	-5.0%	6.7%	2.6%	25.1µM*	-38.5%	17.7%	-10.5%
[5] CCNC(=O)COc1cccc(C(=O)NCc2ccccc2)c1
 : -8.3%	-1.0	-10.3%	-3.0%	18.1%[59 µM]	-3.0%	6.9%	15.1%	-9.4%
[6] Cc1ccc(NC(=O)CCNC(=O)Cn2ccc3ccccc3c2=O)cc1F
 : -15.0%	2.0	-1.0%	-11.3%	-1.3%	-18.3%	1.1%	-13.5%	26.0%
[7] O=c1[nH]c(SCc2cccc(F)c2)nc2c1CCCC2
 : -11.3%	6.7	-5.6%	9.5%	-5.9%	?	1.4%	12.7%	-1.0%
[8] Cc1nc2scc(-c3ccccc3)c2c(=O)o1
 : 2.4%	-8.0	-4.1%	13.6%	53.8%[activator][12.7 µM]	-11.4%	-33.7%	24.1%	-0.3%
[9] Cc1ccc(S(=O)(=O)C(CCC(=O)N2CCOCC2)S(=O)(=O)c2ccc(C)cc2)cc1
 : 5.9%	1.3	-0.9%	.	11.1%[59 µM]	4.2%	16.9%	25.8%	-0.5%
[10] COc1ccccc1-c1nc(C#N)c(N2CCc3ccccc3C2)o1
 : -14.7%	5.9	-8.7%	7.5%	?	?	10µM*	?	-0.4%
[11] O=C(COc1ccccc1/C=C\c1[nH]c(=O)[nH]c(=O)c1[N+](=O)[O-])Nc1ccccc1
 : 22.4µM*	?	4.1%	?	?	-24.3%	-7.8%	-9.6%	4.1%
[12] Cn1c(=O)c2c(-c3ccccc3)n3c(c2n(C)c1=O)C(c1ccc([N+](=O)[O-])cc1)Nc1ccccc1-3 (stereo not given)
 : -5.0%	4.0	-2.6%	-2.7%	-24.8%[59 µM]	-15.9%	-10.1%	7.2%	-5.1%
[13] CN(CCCC(=O)NCCc1ccccc1)S(=O)(=O)c1ccc([N+](=O)[O-])cc1
 : -20.9%	1.9	-2.9%	0.3%	42.3%	-32.9%	-17.6%	21.7%	-4.2%
[14] CCC1Sc2ccc(S(=O)(=O)CCC(=O)Nc3ccc(NC(C)=O)cc3)cc2NC1=O (stereo not given)
 : 11.3%	-9.3	-10.3%	3.2%	3.6%[59 µM]	-9.0%	-13.2%	25.0%	-7.9%
[15] Cc1ccc(S(=O)(=O)Nc2ccc(-c3ccc(N4CCCCCC4)nn3)cc2)c(C)c1
 : -6.0%	-1.5	4.1%	-3.4%	-7.7%[59 µM]	-25.2%	-12.5%	1.5%[57 µM]	15.0%
[16] O=C(C[C@H]1C[C@H](C(=O)N2CCOCC2)[C@@]2(CCC3CCCC3)c3[nH]c4ccc(Cl)cc4c3CCN2C1=O)NCC12CC3CC(CC(C3)C1)C2
 : -11.3%	-0.7	3.0%	14.7%	.	-30.9%	.	0.1%	3.0%
[17] COc1ccc(C(CC(=O)NCCCN2CCOCC2)NS(=O)(=O)c2ccc(C)cc2)cc1 (stereo not given)
 : -7.6%	3.2	i	0.7%	?	-13.4%	-11.4%	21.5%	0.5%
[18] O=C(Oc1ccccc1)c1c(Cl)cccc1P(=O)(O)O
 : -11.1%	-1.6	-3.3%	.	?	-8.8%	?	39.8%	1.9%
[19] CC(=O)c1c(N2CCN(C)CC2)nc(=S)n(Cc2ccccc2)c1C
 : -13.9%	2.3	1.2%	1.3%	-13.4%[59 µM]	-21.1%	-1.8%	12.1%	2.7%
[20] COc1cccc(C(=O)NCC(=O)OCC(=O)c2ccccc2)c1
 : -11.6%	3.8	-1.6%	7.3%	-10.3%[59 µM]	-19.0%	0.9%	-1.4%	0.4%
[21] Cc1cccc(/C(N)=N/OC(=O)c2ccc(F)cc2)c1
 : -17.6%	-8.4	?	-5.2%	15.7%[59 µM]	14.2%[57.1 µM]	16.2%	88.5%[activator]	0.7%
[22] COc1ccc(C(=O)CSc2nc3nc(C)cc(C)n3n2)cc1OC
 : 0.1%	0.3	-0.5%	0.1%	-38.1%[12.7 µM]	-21.0%	13.0%	20.2%	-12.7%
[23] Cc1cc(=O)nc2c3ccccc3n(CC(=O)NCCCN3CCCCC3C)n12 (stereo not given)
 : -14.3%	-0.2	-11.3%	-3.7%	.	-21.8%	8.2%	20.2%	-3.0%
[24] COC(=O)c1ccc2c(=O)n(CCCCCC(=O)NCc3ccccn3)c(=O)[nH]c2c1
 : -4.1%	2.2	6.3%	3.0%	?	-12.5%	-6.7%	12.3%	-1.1%
[25] O=C(NCCCn1ccnc1)C1CCCN(S(=O)(=O)c2cc(Cl)ccc2Cl)C1 (stereo not given)
 : -13.9%	-5.4	-4.8%	-10.5%	6.5%	-18.6%	-6.9%	19.1%	-1.1%
[26] CC(=O)c1c(C)nc(-c2ccc(OCC(=O)Nc3cccc(C)c3C)cc2)n1O
 : -1.4%	9.9	-2.8%	10.1%	-8.7%[59 µM]	-25.7%	?	2.0%	-0.9%
[27] O=C1c2ccccc2/C(=C\c2ccc3[nH]ccc3c2)N1c1ccccc1
 : 0.1%	-2.9	-7.1%	5.3%	.	?	.	22.2%	49.7%[activator]
[28] COc1ccc(CCNC(=O)C2CCCN(c3nc4ccccc4s3)C2)cc1OC (stereo not given)
 : -21.9%	-1.5	4.1%	-6.9%	15.3%	-2.8%	-28.6%	7.9%	1.8%
[29] CN(Cc1ccccc1)C(=O)COC(=O)c1ccc2c(c1)OCO2
 : -0.8%	-4.3	-2.2%	5.0%	-39.8%	-4.8%	7.5%	27.5%	-4.3%
[30] Cc1cccc(NC(=S)NC(=O)c2ccc(Br)o2)c1C
 : -15.9%	4.7	i	-5.1%	-9.7%[59 µM]	2.0%	?	5.2%	15.9%
[31] O=C(COC(=O)/C=C/c1ccc(Cl)cc1Cl)NCC1CCCO1 (stereo not given)
 : -12.1%	8.4	1.1%	-4.2%	.	-12.2%	.	17.0%	-1.5%
[32] COCCc1nn2c(=O)cc(COC(=O)c3ccccc3C)nc2s1
 : -10.8%	-4.6	-1.5%	-11.5%	-2.5%[59 µM]	-21.0%	-14.4%	27.2%	-0.2%
[33] O=C(c1cc2ccccc2oc1=O)N1CCN(c2ncccn2)CC1
 : -5.4%	-5.8	-5.2%	-0.5%	10.2%[59 µM]	5.8%	-4.8%	48.2%[activator]	-1.0%
[34] Cc1cccc(N2CCN(C(=O)C3CCN(c4ncnc5c4nc4n5CCCCC4)CC3)CC2C)c1 (stereo not given)
 : -12.9%&-14.5%	1.6&5.3	-8.8%&2.2%	43.0%&3.1%[activator]	-32.0%	-30.3%	35.5µM*	7.1%&3.0%	2.9%&-0.7%
[35] COc1ccc(NC(=O)c2ccc(-n3nc(C)cc3C)cc2)cc1OC
 : -7.8%	-1.9	-0.2%	4.6%	6.7%	-18.4%	-5.3%	4.3%	-3.7%
[36] CC(=O)O[C@@H]1[C@H]2[C@@H](C[C@@H](C)[C@@H]3CCC(=O)[C@@]13C)OC(=O)[C@@H]2C
 : -9.5%	-0.7	3.5%	-0.9%	6.9%[59 µM]	-13.5%	-0.2%	32.0%	-6.7%
[37] CC(C)C[C@@H](CNCC(=O)[C@H](Cc1ccccc1)NC(=O)c1[nH]cnc1C(=O)N[C@@H](C)CN)NC(=O)c1nc[nH]c1C(=O)N[C@@H](C)C(=O)O
 : -2.6%	-2.1	i	-5.5%	.	79.4µM*	.	55.5%[activator]	-7.2%
[38] C(=Nn1cnnc1)c1ccc2c(c1)CCC2
 : 6.1%	-0.3	-1.9%	2.8%	.	.	.	.	.
[39] Cc1cccc(C(=O)Nc2cc(Cl)ccc2-n2cncn2)c1[N+](=O)[O-]
 : -2.5%	-1.0	-4.8%	-0.1%	?	-29.2%	-1.5%	-4.1%	-9.2%
[40] O=C(O)c1ccc(-c2nc3scc(-c4ccccc4)c3c(=O)[nH]2)cc1
 : 1.3%	-0.2	-0.6%	6.3%	-22.7%	-8.5%	-5.1%	19.5%	0.0%
[41] O=C1C(Cc2ccc(F)cc2)SC(=Nc2ccccc2)N1c1ccccc1 (stereo not given)
 : -23.2%	-5.2	i	-12.1%	-6.0%[59 µM]	-2.0%	3.5%	56.1%[activator]	8.1%
[42] CC(=O)c1cc2c(cc1N/C(=N/S(=O)(=O)c1ccc(F)cc1)c1ccccc1)OCO2
 : 10.6%	-4.0	-1.1%	-13.9%	-2.4%[59 µM]	-22.0%	-2.1%	-7.0%	-4.1%
[43] Cc1onc(-c2ccccc2Cl)c1C(=O)NCCn1c(C)cc2ccccc21
 : ?	-2.0	2.7%	2.0%	50.1µM*	-23.9%	-9.3%	15.7%	?
[44] O=C(CNC(=O)c1ccc(N2C(=O)c3ccccc3C2=O)cc1)OCC(=O)c1cccc2ccccc12
 : -18.6%	1.6	-4.2%	-4.8%	40.8%[59 µM]	-11.3%	9.8%	49.8%[activator]	0.9%
[45] O=C(NC(=S)Nc1ccc(Cl)cc1)c1cncc(Br)c1
 : -18.1%	0.4	-2.3%	1.0%	.	-23.6%	.	70.2%[activator]	-5.4%
